# Source: PubChem
# EphB4 ephrin blk: blocks human EphB4 binding to ephrin-B2 | AID 720 | inhibition, % at 7 µM | EphB4 LBD / TNYL-RAW-Alexa532 peptide, fluorescence polarization | P54760 | actives 0.15% (n = 97,000);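 active = inhibition above the screen-wide mean inhibition plus 3 SD, cut at about 15% in these data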;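 also: 0% = DMSO wells and 100% = excess unlabeled TNYL-RAW peptide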
# CYP2C9 inh: blocks human cytochrome P450 2C9 | CYP2C9 Supersomes, luciferin-H conversion, luminescence | AID 777 | inhibition, % at 5 µM | P11712 | actives 20% (n = 96,000);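 active = blocking of liver enzyme CYP2C9 beyond about 50% at 5 µM, limit read from the data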; also: values of inactives mirror those of a sister screen read the other way
# Target sequence (P11712 whole entry, looked up): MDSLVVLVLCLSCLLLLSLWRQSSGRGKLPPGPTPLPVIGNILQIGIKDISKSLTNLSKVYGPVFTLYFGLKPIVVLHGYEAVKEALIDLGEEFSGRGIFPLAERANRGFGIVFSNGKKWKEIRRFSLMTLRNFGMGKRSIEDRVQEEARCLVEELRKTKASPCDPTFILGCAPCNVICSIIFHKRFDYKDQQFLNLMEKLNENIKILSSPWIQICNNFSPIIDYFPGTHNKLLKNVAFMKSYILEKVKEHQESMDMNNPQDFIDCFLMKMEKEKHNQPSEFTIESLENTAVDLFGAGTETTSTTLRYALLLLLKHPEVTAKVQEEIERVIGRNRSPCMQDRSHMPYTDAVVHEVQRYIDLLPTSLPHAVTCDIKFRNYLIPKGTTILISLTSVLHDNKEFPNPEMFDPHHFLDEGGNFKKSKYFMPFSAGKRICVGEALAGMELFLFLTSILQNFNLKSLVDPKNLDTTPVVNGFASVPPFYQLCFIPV
# CYP2C19 act: activators of human cytochrome P450 2C19; activation factor at 5 µM; recombinant CYP2C19, luciferin-H EGE luminescence; hits give high values; 0 = fully inhibited enzyme, 1 = untreated enzyme; AID 1025; 96,000 tested, under 10 active; P33261;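 active = activation factor of at least 2 at 5 µM in the primary screen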;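 also: 0 = wells with 2.5 mM tranylcypromine and 1 = vehicle-only wells; values of inactives mirror those of a sister screen read the other way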
# Pyk2 oligo antag: Pyk2 (human) oligomerization antagonism; Q14289; Q293 cells, Pyk2 FERM NanoBiT luminescence; hits give low values; z-score (the deposit names both 25 µM and 10 µM); actives 0.83% (n = 99,000); AID 1347419;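 active = Z-score of -3 or lower, scaled per plate to the spread of control and sample wells; inactive = z-score above -3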;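 also: negative z-score means lost luminescence so less FERM oligomerization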
# CYP2C19 inhib: inhibitors of human CYP2C19. CYP2C19 Supersomes, luciferin-H EGE luminescence, 30 min. inhibition, % at 5 µM. actives 21% (n = 96,000). AID 778;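 active = CYP2C19 inhibition above a set limit at 5 µM in the primary screen, cut at about 50% in these data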;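 also: plate controls were negative control wells for no effect and 2.5 mM tranylcypromine positive control for full effect; values of inactives mirror those of a sister screen read the other way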
# Ecoli WT expand: blocks growth of wild type E. coli BW25113; OD600 absorbance; growth inhibition, % at 100 µM; actives 0.15% (n = 98,000);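 active = growth inhibition above about 50% at one test dose, limit read from the data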;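 also: growth measured after 20 h incubation at 37 °C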
# PostGolgi yeast: growth inhibition of a yeast mutant, post-Golgi transport screen; actives 0.9% (n = 98,000); inhibition, % at 10 µM; post-Golgi transport phenotypic cell assay; in the data active = inhibition above about 30%;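 also: yeast cells grown in 1536-well plates; yeast grown about 18 h at 30C before absorbance read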
# CYP2C9 activ: increases human cytochrome P450 2C9 activity; activation factor at 5 µM; recombinant CYP2C9, luciferin-H conversion, luminescence; hits give high values; factor 1 = untreated enzyme, 0 = blocked; actives 1.4% (n = 96,000);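 active = activation factor of 2 or more for CYP2C9 at a 5 µM dose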;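 also: 0 = sulfaphenazole-blocked wells and 1 = vehicle-only wells; values of inactives mirror those of a sister screen read the other way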
# PLAP act: activators of human placental alkaline phosphatase. purified PLAP enzyme, luminescent substrate read-out; hits give high values. activation fold at 20 µM. AID 696. P05187. actives 1.2% (n = 96,000); in the data active = activation fold above about 2
# Target sequence (P05187 whole entry, looked up): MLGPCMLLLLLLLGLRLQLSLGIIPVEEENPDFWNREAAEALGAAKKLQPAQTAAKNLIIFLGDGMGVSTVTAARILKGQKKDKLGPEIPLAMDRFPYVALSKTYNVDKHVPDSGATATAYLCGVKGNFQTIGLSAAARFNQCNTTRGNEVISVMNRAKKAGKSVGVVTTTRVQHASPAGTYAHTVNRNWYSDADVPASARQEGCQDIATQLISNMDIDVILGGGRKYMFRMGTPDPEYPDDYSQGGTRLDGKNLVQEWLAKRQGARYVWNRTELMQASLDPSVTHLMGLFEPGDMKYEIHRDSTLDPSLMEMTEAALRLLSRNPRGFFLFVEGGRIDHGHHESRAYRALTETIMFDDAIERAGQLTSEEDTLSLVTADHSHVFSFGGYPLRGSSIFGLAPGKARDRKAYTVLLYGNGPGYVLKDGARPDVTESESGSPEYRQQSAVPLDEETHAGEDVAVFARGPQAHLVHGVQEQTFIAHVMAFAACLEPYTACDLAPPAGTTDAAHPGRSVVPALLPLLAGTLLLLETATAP
# An asterisk follows results filed as active; x = not tested or not shown.
Molecule	EphB4 ephrin blk	CYP2C9 inh	CYP2C19 act	Pyk2 oligo antag	CYP2C19 inhib	Ecoli WT expand	PostGolgi yeast	CYP2C9 activ	PLAP act
O=c1cc(COn2nnc3ccc(C(F)(F)F)cc32)nc2sccn12	-2.6	x	x	0.77	x	-5.0	-2.3	x	x
CCN(CC)C(=O)CSc1nc2ccc(NC(=O)CSc3nnc(COc4ccccc4C)n3C)cc2s1	4.2	46.1	0.5	-1.92	47.9	-11.0	10.0	0.5	1.2
Cc1ccc(S(=O)(=O)N(CC(=O)N2CCC(C(N)=O)CC2)c2cccc(C(F)(F)F)c2)cc1	0.1	45.3	0.8	-0.97	15.6	-10.0	42.8*	0.5	1
CCN(C(=O)CSc1nc2cc(C(=O)OC)ccc2c(=O)n1Cc1ccco1)c1cccc(C)c1	-1.5	91.6*	0.4	-2.31	64.2*	-11.0	-0.8	0.1	1.1
COc1cc(C(=O)NC(=S)Nc2cccc(-c3cc4ccccc4oc3=O)c2)cc(OC)c1OC	-0.8	68.3*	0.8	0.12	21.6	-15.0	-1.9	0.3	1.2
O=C(CCN1C(=O)c2ccccc2C1=O)OCN1C(=O)c2ccccc2C1=O	-0.8	25.1	0.5	0.07	47.4	-6.0	-1.2	0.7	0.9
CCOCCCNC(=O)C(c1ccc(Cl)cc1)N1CCC2(CC1)OCCO2 (stereo not drawn)	6.4	-9.2	0.4	0.48	58.7*	-9.0	-3.9	1.1	1.3
CCOc1cc(NC(=O)C2CC2)c(OCC)cc1NC(=O)c1cccnc1	x	27.0	0	x	97.4*	x	x	0.7	1.3
C/C(Cl)=C\Cn1c(Nc2ccccc2)nc2c1c(=O)n(C)c(=O)n2C	-1.7	8.2	1	0.08	-2.4	-1.0	17.7	0.9	0.9
CC(Oc1ccc(Cl)cc1)c1ccnn1S(=O)(=O)c1ccc(Cl)cc1 (stereo not drawn)	-6.4	82.0*	0.7	0.29	30.1	-1.0	21.7	0.2	0.8
Cc1cc2c(c(C)nn2-c2ccccc2)c(=O)o1	0.0	38.9	0.4	0.05	56.1*	11.0	-1.5	0.6	0.8
Nc1ccc(-c2ccc(N)cc2C(F)(F)F)c(C(F)(F)F)c1	-10.6	59.6*	0.2	-3.12*	79.3*	16.0	0.9	0.4	0.6
COc1ccc(-c2ccc(CCC(=O)O)n2CC(C)C)cc1	-6.5	19.5	0.7	0.6	26.5	12.0	-5.7	0.8	1.4
CCNC(=O)CN(C1CCCCC1)S(=O)(=O)c1ccc(F)cc1	-4.4	38.2	0.5	-0.27	47.0	3.0	21.4	0.6	1.3
C=C(C)CC1Nc2ccccc2NC1CC(=C)C (stereo not drawn)	-3.4	-9.3	0.8	-0.01	16.3	11.0	2.8	1.1	0.9
CN(CC(=O)N1CCCCCC1)S(=O)(=O)c1cccc2cccnc12	-1.2	-225.9	0.8	x	16.5	3.0	6.0	3.3*	1.3
COc1cc2c(cc1NC(=O)C(C)OC(=O)C1CC(=O)N(Cc3ccco3)C1)oc1ccccc12 (stereo not drawn)	4.0	49.1	0.9	-0.9	11.4	-9.0	-2.6	0.5	1.3
O=C(CN1C(=O)CSc2ccccc21)NC1CCCC1	-8.1	-126.9	0.8	-0.52	15.1	1.0	0.5	2.3*	1
C=CCNc1nc(-c2cccc(OC)c2O)nc2ccccc12	-6.3	-27.6	1.1	-2.14	-6.5	-4.0	-3.0	1.3	0.9
COc1ccc(-n2c(SCC(=O)Nc3ccc(C(=O)O)cc3)nnc2-c2cccs2)cc1	-7.0	12.6	0.8	-0.22	20.6	0.0	-6.7	0.9	1.4
O=C(NC(=S)Nc1cccc(Cl)c1N1CCCC1)c1ccc(-c2cccc([N+](=O)[O-])c2)o1	7.7	2.3	1	0.61	-1.2	-12.0	-9.5	1	1.2
Cc1nn(-c2ccccc2)c2[nH]c(=O)c(CNCCN3CCOCC3)cc12	-0.5	-0.2	1	0	-4.1	-1.0	-3.6	1	1.1
O=c1c2ccccc2nc2n1CCN2	0.5	-9.5	1.1	-0.62	-11.3	6.0	-3.8	1.1	0.8
CCOCCOC(=O)C1=C(C)Nc2ccc(C)cc2S1	x	71.2*	0.1	0.59	91.2*	3.0	-5.0	0.3	1.4
COc1cccc2c3c(c(C)nc12)CC(C)O3 (stereo not drawn)	-8.5	8.8	1	0.06	-4.1	6.0	-5.1	0.9	1.4
O=C(NC1CCCC1)C(Cc1ccccc1)n1cccc1 (stereo not drawn)	-1.9	35.4	0.8	x	23.9	-8.0	0.0	0.6	1
CN(C)CCOCCP(=O)(c1ccccc1)c1ccccc1	-0.6	-6.3	1	0.02	0.4	6.0	2.2	1.1	1.4
CC(=O)Nc1cc(C(=O)N2CCCC2)ccc1S(=O)(=O)c1ccc(Cl)cc1	3.0	6.1	1	-0.07	-3.2	0.0	9.0	0.9	0.9
COc1ccc(-c2nsc(C(=O)N(c3ccc(F)cc3)C(C(=O)NC3CCCC3)c3ccc(OC)cc3)c2N)cc1 (stereo not drawn)	x	9.7	1.1	0.08	-6.5	-16.0	6.5	0.9	1.2
CC(C)CNC(=O)c1c(N)n(/N=C/c2ccccn2)c2nc3ccccc3nc12	-6.2	11.6	1	-1.21	-0.8	-16.0	-2.1	0.9	1.1
Cn1c(=O)c2c(n(Cc3ccccc3)c1=O)NC(=O)C2CC(=O)NCc1cccc(Cl)c1 (stereo not drawn)	-2.2	36.2	0.9	-0.11	8.4	7.0	4.0	0.6	1.1
O=C(c1noc2c1CCCC2)N1CCOCC1	-8.1	26.6	0.9	-0.38	10.1	-2.0	3.2	0.7	1.2
COc1ccc(OC)c(NC(=O)C2CCCCC2C(=O)O)c1 (stereo not drawn)	3.8	-10.2	1.1	-0.62	-8.7	-5.0	-14.3	1.1	1
CCCCNC(=O)CCSc1nc2nc(C)cc(C)n2n1	1.8	-16.4	1.1	0.25	-14.1	9.0	-4.8	1.2	1.1
C/C(=N/NC(=O)c1ccc(C)s1)c1cccc(NC(=O)COc2ccc(Cl)cc2Cl)c1	4.7	34.7	0.9	x	5.7	-14.0	1.4	0.7	1.1
Cc1cc(C)c(-c2cc(C(=O)Nc3c(C)n(C)n(-c4ccccc4)c3=O)[nH]n2)c(O)c1	-5.2	-1.7	0.8	0.3	18.5	8.0	-11.2	1	2.2*
COc1ccc(C2N(c3cc(Cl)ccc3OC)C(=O)C3CCCN32)c(OC)c1 (stereo not drawn)	-10.6	-63.1	0.9	x	12.5	8.0	1.1	1.6	1.4
CN1/C(=N\O)c2cccc3cccc1c23	-3.2	-77.1	0.3	-0.48	70.3*	5.0	-11.5	1.8	1
N#C/C(=C\c1cccc(Cl)c1)c1n[nH]c(Cn2cncn2)n1	1.1	51.5*	0.8	0.64	24.9	1.0	-0.5	0.5	1.2
Cc1cc(C)nc(SCC(=O)N2CCCCC2)n1	4.3	-18.5	1	0.04	-4.8	8.0	2.4	1.2	1
CC(C)(C)c1nnc2sc(SCC(=O)c3ccc(Cl)cc3)nn2c1=O	5.3	10.5	1.1	0.16	-5.3	5.0	2.1	0.9	1.1
O=C(CC1C(=O)NCCN1C(=S)Nc1ccccc1)Nc1ccc2c(c1)OCCO2 (stereo not drawn)	3.7	58.7*	0.9	-1.04	8.8	0.0	-1.1	0.4	1
COc1ccc(CNC(=S)Nc2cc(C)ccc2C)cc1	7.2	15.9	0	-0.48	97.7*	-6.0	-2.0	0.8	0.7
O=S(=O)(Cc1cc(-c2ccc(Cl)cc2)no1)c1ccccc1	-0.5	17.0	0.6	0.37	39.0	-13.0	7.5	0.8	0.8
COc1cccc(CN2CCCN(S(=O)(=O)c3ccc(Br)cc3)CC2)c1	-2.0	0.1	0.2	1.17	78.7*	3.0	24.6	1	1.4
CCN1C(=O)C2(C(C#N)=C(N)Oc3n[nH]c(-c4ccccc4)c32)c2ccccc21 (stereo not drawn)	-3.6	12.8	1	-0.75	1.7	2.0	-0.7	0.9	1.9
COC(=O)c1c(NC(=O)Cc2cccs2)sc2c1CCCC2	2.9	34.7	0.8	0.13	21.8	-14.0	1.3	0.7	1
Cc1noc(C)c1S(=O)(=O)NCCCN1CCN(Cc2ccccc2)CC1	-4.1	-0.1	1	x	2.6	-2.0	0.0	1	1.1
CCOC(=O)c1cncc(NC(=O)c2ccccc2)c1	-4.3	2.3	0.8	-0.64	21.1	4.0	4.3	1	1.2
O=C(c1cc(C2CC2)on1)N1CCOCC1	x	-5.1	1	x	-3.2	2.0	5.3	1.1	1

# The last two entries of the section before lead into the next:
Molecule	EphB4 ephrin blk	CYP2C9 inh	CYP2C19 act	Pyk2 oligo antag	CYP2C19 inhib	Ecoli WT expand	PostGolgi yeast	CYP2C9 activ	PLAP act
CCOC(=O)c1cncc(NC(=O)c2ccccc2)c1	-4.3	2.3	0.8	-0.64	21.1	4.0	4.3	1	1.2
O=C(c1cc(C2CC2)on1)N1CCOCC1	x	-5.1	1	x	-3.2	2.0	5.3	1.1	1
C=CCn1c(SCC(=O)Nc2sccc2C(N)=O)nc2sc(CC)cc2c1=O	-1.0	66.1*	0.7	-3.45*	34.1	-9.0	3.7	0.3	1.1
O=C(NCc1ccco1)C(c1ccccc1)N(CC1CCCO1)C(=O)Cn1nnc2ccccc21 (stereo not drawn)	-5.1	x	x	1.11	x	-5.0	6.0	x	x
COc1cc(OC)cc(C(=O)Nc2ccc(-c3nc4ccccc4o3)cc2)c1	-8.7	-17.9	0.9	-1	14.2	-11.0	-1.1	1.2	0.9
CC(C)Nc1nc(NC(C)C)nc(Oc2ccc(OCc3ccccc3)nn2)n1	6.5	17.8	0.8	-0.02	16.3	-3.0	-4.1	0.8	1.7
Cn1c(CN2CCOCC2)nnc1SCC(=O)Nc1ccc2c(c1)OCCO2	7.5	-7.1	1	0.22	-3.4	-1.0	0.3	1.1	0.7
Cc1ccc(CN=Cc2[nH]c3ccc(Br)c(Cl)c3c2O)cc1	-1.1	45.5	0.8	-0.45	20.3	-3.0	4.2	0.5	1.1
COCC(=O)Nc1cccc2ccccc12	1.3	-18.6	1	0.4	-3.4	10.0	3.9	1.2	1
O=C(CN1C(=O)c2cccc3cccc1c23)Nc1ccc(S(=O)(=O)Nc2nccs2)cc1	3.3	34.6	1.1	x	-7.2	-4.0	1.3	0.7	1.1
Cn1c(=O)c2c(nc(NCc3ccc4c(c3)OCO4)n2Cc2ccccc2)n(C)c1=O	1.5	65.3*	0.4	-1.68	56.4*	-12.0	-4.9	0.3	1.5

# One compound at a time, from the list above. Values in the order: EphB4 ephrin blk	CYP2C9 inh	CYP2C19 act	Pyk2 oligo antag	CYP2C19 inhib	Ecoli WT expand	PostGolgi yeast	CYP2C9 activ	PLAP act
# Entry for Cn1c(CN2CCOCC2)nnc1SCC(=O)Nc1ccc2c(c1)OCCO2 : 7.5	-7.1	1	0.22	-3.4	-1.0	0.3	1.1	0.7
# Entry for O=C(CN1C(=O)c2cccc3cccc1c23)Nc1ccc(S(=O)(=O)Nc2nccs2)cc1 : 3.3	34.6	1.1	x	-7.2	-4.0	1.3	0.7	1.1
# Entry for Cc1ccc(CN=Cc2[nH]c3ccc(Br)c(Cl)c3c2O)cc1 : -1.1	45.5	0.8	-0.45	20.3	-3.0	4.2	0.5	1.1
# Entry for CC(C)Nc1nc(NC(C)C)nc(Oc2ccc(OCc3ccccc3)nn2)n1 : 6.5	17.8	0.8	-0.02	16.3	-3.0	-4.1	0.8	1.7
# Entry for Cn1c(=O)c2c(nc(NCc3ccc4c(c3)OCO4)n2Cc2ccccc2)n(C)c1=O : 1.5	65.3*	0.4	-1.68	56.4*	-12.0	-4.9	0.3	1.5

# No enrichment for hits, and some 31% of all compounds hit somewhere here.
